Assay outcomes: PubChem, The Scripps Research Institute Molecular Screening Center
M1 ag: human M1 muscarinic receptor agonists, primary screen, Fluo-8 calcium fluorescence, CHO-K1 cells, HTS; activation, % at 3 µM; CHO-K1 hM1, agonist mode; 0% DMSO, 100% acetylcholine EC100; 0.33% of 360,000 active; Muscarinic acetylcholine receptor M1 (Homo sapiens), P11229;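 active means activation above the run's mean compound activation plus 3 SD, cut at about 16% in these data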;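 further: peak over basal fluorescence ratio within a 140 s kinetic read after compound addition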
Target sequence (P11229 whole entry, looked up): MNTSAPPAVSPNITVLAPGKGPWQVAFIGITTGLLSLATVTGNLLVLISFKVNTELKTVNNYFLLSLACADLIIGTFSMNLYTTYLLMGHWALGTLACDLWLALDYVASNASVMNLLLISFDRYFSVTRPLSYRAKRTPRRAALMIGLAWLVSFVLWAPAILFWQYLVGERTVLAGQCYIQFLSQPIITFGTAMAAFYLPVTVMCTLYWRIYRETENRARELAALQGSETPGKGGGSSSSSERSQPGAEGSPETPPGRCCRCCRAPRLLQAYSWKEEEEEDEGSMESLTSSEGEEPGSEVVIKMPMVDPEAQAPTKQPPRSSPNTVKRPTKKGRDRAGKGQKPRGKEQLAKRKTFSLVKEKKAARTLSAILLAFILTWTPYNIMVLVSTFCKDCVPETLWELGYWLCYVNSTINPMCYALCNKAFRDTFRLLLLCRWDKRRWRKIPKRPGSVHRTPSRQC
CHO-K1 Ca antag: counter-screen for M1 antagonists: effect in parental CHO-K1 cells; 0.6% of 360,000 active; inhibition, % at 3 µM; ATP-induced calcium, Fluo-8 fluorescence; AID 602250;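 active means inhibition above a per-plate cutoff, the plate's mean sample inhibition plus 3 SD, cut at about 24% in these data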;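 further: 0% = DMSO plus EC80 ATP and 100% = DMSO alone without ATP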
M1 ag parental: counter-screen for M1 agonists: effect in parental CHO-K1 cells | Fluo-8 calcium fluorescence; scaled to maximal ATP response, vehicle zero | activation, % at 3 µM | 0.48% of 360,000 active; in the data active means activation above about 15%;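 further: untransfected CHO-K1 host cells lacking M1 receptor as counterscreen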
CHO parental Ca: ATP-evoked calcium signal inhibitors, parental CHO, primary screen, counter-screen for OX1R antagonist project, cell-based, fluorescence, Fluo-8 calcium dye; parental CHO-K1, ATP-induced calcium, Fluo-8 fluorescence; inhibition, % at 5.6 µM; 0.63% of 330,000 active; AID 463079, 2010;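 active means inhibition above that plate's mean sample inhibition plus 3 SD, cut at about 26% in these data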;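 further: 0% = ATP-challenged DMSO wells and 100% = DMSO wells without ATP; some compounds past the cut are filed as inactive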
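test system = CHO parental line | reagent = ATP stimulus | measured by = intracellular calcium via Fluo-8 no-wash fluorescent dye | control set = ATP and no-ATP DMSO wells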
M1 PAM: human M1 muscarinic receptor positive allosteric modulators, primary screen, CHO-K1 cells, Fluo-8 calcium fluorescence, 1536-well | Muscarinic acetylcholine receptor M1 (Homo sapiens), P11229 | CHO-K1 hM1, ACh EC20; 0% = ACh EC20, 100% = maximal ACh | activation, % at 3 µM | 0.088% of 360,000 active | AID 588819, 2011; in the data active means activation above about 19%, passing the limit was not always enough
OXTR potentiate: human OXTR potentiators, primary screen, fluorescence, CHO-OTR cells, Fluo-8 calcium; Oxytocin receptor (Homo sapiens), P30559; Fluo-8 calcium fluorescence, potentiator mode; 0% = oxytocin EC15, 100% = EC100; activation, % at 3 µM; 0.061% of 320,000 active; AID 2445, 2010;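 active means activation above that plate's cutoff, the mean activation of tested compounds plus 3 SD, cut at about 6.6% in these data, passing the limit was not always enough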;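 further: 100% uses oxytocin at 75 nM as the full agonist control; some results filed as inactive read as strong as hits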
Target sequence (P30559 whole entry, looked up): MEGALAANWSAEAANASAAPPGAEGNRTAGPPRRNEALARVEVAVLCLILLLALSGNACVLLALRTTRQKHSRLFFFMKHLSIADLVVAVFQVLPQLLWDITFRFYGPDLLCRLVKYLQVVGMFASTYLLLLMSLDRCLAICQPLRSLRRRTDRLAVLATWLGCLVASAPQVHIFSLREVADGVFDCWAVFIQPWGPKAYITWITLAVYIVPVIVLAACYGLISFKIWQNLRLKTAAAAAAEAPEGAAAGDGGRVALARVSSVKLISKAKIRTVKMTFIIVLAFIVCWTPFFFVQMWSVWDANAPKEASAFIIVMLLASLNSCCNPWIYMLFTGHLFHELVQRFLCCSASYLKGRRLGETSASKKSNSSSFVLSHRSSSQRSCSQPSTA
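Assay system: CHO-OTR cells, human receptor / Also added: oxytocin at about EC15, sub-maximal agonist stimulus / Dosing: single dose, 3.0 µM nominal final compound concentration / Incubation: 6 min pre-incubation, 100 s read / Technique: Fluo-8 calcium dye fluorescence / Read-out: % activation vs EC15 and EC100 oxytocin / Benchmarks: EC15 oxytocin low, 75 nM oxytocin high / Replicates: singlicate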
CHRM4 antagonist: human M4 muscarinic receptor antagonists, primary screen, CHO cells, Fluo-8 calcium fluorescence; CHO-hM4 cells, ACh EC80; inhibition, % at 3 µM; 0.73% of 360,000 active;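 active means inhibition above its plate's cutoff, the mean inhibition of sample wells plus 3 SD, cut at about 27% in these data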;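 further: 0% = acetylcholine EC80 with DMSO and 100% = DMSO without agonist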
M1 antag: human M1 muscarinic receptor antagonists, primary screen, CHO-K1 cells, Fluo-8 calcium fluorescence, 1536-well; Muscarinic acetylcholine receptor M1 (Homo sapiens), P11229; CHO-K1 hM1, ACh EC80 antagonist; inhibition, % at 3 µM; 1.3% of 360,000 active;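 active means percent inhibition above its own plate's cutoff, namely the mean of that plate's compound wells plus 3 SD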;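 further: peak over basal fluorescence ratio during 140 s after agonist addition; 0% = ACh EC80 plus DMSO and 100% = DMSO alone without agonist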
M4 ag: human M4 muscarinic receptor agonists, primary screen, CHO-K1 cells, Fluo-8 calcium fluorescence; Muscarinic acetylcholine receptor M4 (Homo sapiens), P08173; CHO-K1 hM4/Gqi5; vehicle 0%, full acetylcholine response 100%; activation, % at 3 µM; AID 624127, 2012; 0.14% of 360,000 active;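 active means activation above the run mean over all test wells plus 3 SD, cut at about 32% in these data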;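 further: peak over basal fluorescence ratio per well then scaled between controls; 0% = DMSO wells and 100% = acetylcholine at EC100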
Active calls of the source: *; . = no result given.

The opening ten entries (preview)
Every second line gives: M1 ag	CHO-K1 Ca antag	M1 ag parental	CHO parental Ca	M1 PAM	OXTR potentiate	CHRM4 antagonist	M1 antag	M4 ag
Cc1ccc(-c2nn(-c3ccccn3)c(=O)c3ccccc23)cc1C
 : -4	0	2.4	-9	8	0	-4	-7	0
O=C(Cc1cscn1)c1ccc(O)cc1O
 : -3	1	0.2	-5	6	-8	10	-21	0
COCCNC(=O)/C(C#N)=C1\N=C(NC(=O)c2ccco2)c2ccccc21
 : 1	-11	0.5	.	8	.	-28	-14	2
COC(=O)c1ccc(CN(c2ccc(OC)cc2)S(=O)(=O)c2ccccc2)cc1
 : -5	-5	1.5	-24	10	-19	3	-16	0
Nc1nc2c(nc(SCc3ccccc3Br)n2C2OC(CO)C(O)C2O)c(=O)[nH]1 (stereo unspecified)
 : -4	-10	-0.4	-8	5	-5	3	-8	1
Cc1cccc(C2c3[nH]c4ccccc4c3CCN2C(=O)c2ccc(=O)[nH]c2)n1 (stereo unspecified)
 : -1	-15	0.6	-22	11	-8	-1	-5	1
Cc1nn(C)c(Cl)c1S(=O)(=O)N1CCC(CO)(CCc2ccccc2)CC1
 : -1	-17	4.3	-19	9	-3	-2	-12	4
O=C(Nc1cccc(S(=O)(=O)N2CCOCC2)c1)C1CCCN(C(=O)c2ccc(Cl)cc2)C1 (stereo unspecified)
 : 0	-5	6.2	-15	1	1	12	6	7
Cc1cc(C)cc(NC(=O)N2CCNC(=O)C2CC(=O)Nc2cc(Cl)ccc2Cl)c1 (stereo unspecified)
 : 2	-10	3.2	3	1	-4	6	5	2
Cc1cccn2c(=O)c3cc(C(=O)N4CC(C)CC(C)C4)sc3nc12 (stereo unspecified)
 : -3	0	-0.4	-24	9	-5	-6	-9	1

All compounds of this part, previewed entries included:
Every second line gives: M1 ag	CHO-K1 Ca antag	M1 ag parental	CHO parental Ca	M1 PAM	OXTR potentiate	CHRM4 antagonist	M1 antag	M4 ag
Cc1ccc(-c2nn(-c3ccccn3)c(=O)c3ccccc23)cc1C
 : -4	0	2.4	-9	8	0	-4	-7	0
O=C(Cc1cscn1)c1ccc(O)cc1O
 : -3	1	0.2	-5	6	-8	10	-21	0
COCCNC(=O)/C(C#N)=C1\N=C(NC(=O)c2ccco2)c2ccccc21
 : 1	-11	0.5	.	8	.	-28	-14	2
COC(=O)c1ccc(CN(c2ccc(OC)cc2)S(=O)(=O)c2ccccc2)cc1
 : -5	-5	1.5	-24	10	-19	3	-16	0
Nc1nc2c(nc(SCc3ccccc3Br)n2C2OC(CO)C(O)C2O)c(=O)[nH]1 (stereo unspecified)
 : -4	-10	-0.4	-8	5	-5	3	-8	1
Cc1cccc(C2c3[nH]c4ccccc4c3CCN2C(=O)c2ccc(=O)[nH]c2)n1 (stereo unspecified)
 : -1	-15	0.6	-22	11	-8	-1	-5	1
Cc1nn(C)c(Cl)c1S(=O)(=O)N1CCC(CO)(CCc2ccccc2)CC1
 : -1	-17	4.3	-19	9	-3	-2	-12	4
O=C(Nc1cccc(S(=O)(=O)N2CCOCC2)c1)C1CCCN(C(=O)c2ccc(Cl)cc2)C1 (stereo unspecified)
 : 0	-5	6.2	-15	1	1	12	6	7
Cc1cc(C)cc(NC(=O)N2CCNC(=O)C2CC(=O)Nc2cc(Cl)ccc2Cl)c1 (stereo unspecified)
 : 2	-10	3.2	3	1	-4	6	5	2
Cc1cccn2c(=O)c3cc(C(=O)N4CC(C)CC(C)C4)sc3nc12 (stereo unspecified)
 : -3	0	-0.4	-24	9	-5	-6	-9	1
CCOC(=O)N1CCN(C(=S)NC(C)(C)C)CC1
 : -6	-8	0.3	-6	-16	-7	10	26	0
CC(=O)NC1C(Oc2cccc(C)c2)OC2COC(c3ccco3)OC2C1O (stereo unspecified)
 : -5	0	0.3	1	6	-4	7	-13	-1
CN(C)C(=O)C1Cc2ccccc2CN1S(=O)(=O)c1ccc(F)cc1 (stereo unspecified)
 : 1	-5	1.4	-13	0	-4	-7	-3	0
O=C(O)c1ccccc1C(=O)NC1CCN(c2nccc(C(F)(F)F)n2)CC1
 : -8	-8	2.2	5	-5	-3	6	-5	1
CCOc1ncccc1C(=O)NCCc1ccc(OC)cc1
 : -3	-6	2.0	-20	4	-17	-11	-4	1
COc1ccc(S(=O)(=O)N2CCC(NC(=O)C3CCCCC3)CC2)cc1
 : -6	-5	-0.1	7	6	-5	-7	-7	1
CCc1cccc(NC(=O)C2CCCN(S(=O)(=O)c3cccnc3)C2)c1 (stereo unspecified)
 : -2	-20	4.4	-15	-1	-9	-9	0	6
c1cc(CN2CCCCC2)cc(OCCCNc2nc3ccccc3s2)c1
 : -4	7	0.6	-21	-11	3	7	-14	4
COc1ccc(-c2nc3cnccn3c2NCc2ccccc2)cc1SC1CCCCC1
 : -4	-2	-0.7	-30	-11	1	4	-2	7
Cc1ccc(N2C(=O)NC(NC(=O)C(C)(C)C)(C(F)(F)F)C2=O)cc1C (stereo unspecified)
 : -3	13	-0.5	-4	-3	-5	1	0	2
COC(=O)c1cc(NC(=O)Cc2cccs2)cc(C(=O)OC)c1
 : -1	-2	0.3	-7	2	-4	0	-2	0
Cn1cccc1CNC(=O)Nc1ccc(Cl)cc1
 : -2	-4	1.8	-37	1	-17	4	22	3
Cc1ccc(N(Cc2ccco2)C(=O)c2cccc(S(=O)(=O)N(C)C)c2)cc1
 : -3	11	0.9	-22	0	-13	7	3	1
COc1ccc(C2CC(=O)Oc3cc4c(cc32)OCO4)cc1 (stereo unspecified)
 : -5	-13	0.2	-12	5	.	-9	-15	0
CCCn1c(CCC(=O)O)nc2cc(S(=O)(=O)N(CC)CC)ccc21
 : -3	-23	1.2	-6	9	-3	2	-9	0
C/C(=N\OCC(=O)Nc1ccccc1C(C)(C)C)c1ccc2c(c1)OCCO2
 : -7	-11	2.5	-21	-5	3	-5	0	3
CN(Cc1cnn(C)c1)Cc1nc(C(c2ccccc2)c2ccccc2)no1
 : -10	-5	-0.2	-19	-3	-7	-16	-12	1
COCCCNCC(=O)Nc1ccc(OC(F)(F)F)cc1
 : -2	-12	1.0	-6	7	0	-11	-21	1
COc1ccc(Cn2c(SCC#N)nc3ccc(N4CCOCC4)cc3c2=O)cc1
 : -7	-7	1.5	-11	3	-1	0	-10	5
OCC[C@H]1C[C@H](O)[C@@H](O)[C@@]2(Cc3ccccc3CCO2)O1
 : -3	-15	0.5	-8	8	-4	-1	-8	2
NC(=O)c1ccc(NC(=O)CSc2cn(CC(=O)N3CCOCC3)c3ccccc23)cc1
 : 0	-31	0.9	-6	2	-7	-13	-7	0
COC(=O)CSc1nc(-c2ccc(C)cc2)c2c(c1C#N)CCCC2
 : -2	-12	0.1	-4	2	-16	-3	-6	-1
CC(=O)c1cc(C(C)=O)c(C)nc1C
 : -2	-11	0.3	6	3	-4	-4	-1	0
O=C(COC(=O)c1cccnc1Cl)c1ccc(F)cc1
 : -2	-13	1.6	-7	-1	-12	2	-2	3
Cc1cc(C(=O)NCC(=O)O)c(C)o1
 : -1	-5	-0.1	-1	-1	4	2	-8	0
COc1ccccc1NC(=O)CCCC(=O)OCC(=O)c1ccc(F)cc1
 : -2	-10	1.6	-20	-2	-8	2	0	0
O=C(CSC1=NCCS1)NC1CCCCC1
 : -2	-7	0.1	-7	2	-13	4	-18	1
CCCOc1ccccc1OCC(=O)N1CCN(S(=O)(=O)c2ccc(Cl)cc2)CC1
 : -6	-17	0.6	-32	2	-6	-13	1	7
COc1ccccc1NC(=S)N1CCN(Cc2ccccc2)CC1
 : -4	-10	1.0	-3	7	-5	-6	-3	1
CC1CN(c2ccc([N+](=O)[O-])cc2Cl)CCN1S(C)(=O)=O (stereo unspecified)
 : 4	-4	5.2	-5	4	-16	4	-3	8
Cc1cc(C)cc(CC2CC(=O)N(c3ccc(Cl)cn3)C2=O)c1 (stereo unspecified)
 : -5	-8	0.4	-19	-3	-6	6	5	1
O=C1CC(c2ccccc2)CC(O)=C1C=NCc1ccccc1 (stereo unspecified)
 : -12	-16	1.2	-21	-5	-4	9	-4	0
CCn1nc(C(=O)OCc2c(C)noc2C)c2ccccc2c1=O
 : 1	1	0.2	-37	9	-7	-2	1	0
COc1ccc(-c2ccc3c(c2)c(Sc2ccccc2)c(-c2cc(OC)cc(OC)c2)n3C)cc1
 : .	-16	0.6	.	.	.	-24	.	0
Cc1cc(C)n2nc(C(=O)OCC(=O)c3ccc(F)cc3)nc2n1
 : -2	-12	0.4	-12	6	-2	-3	-14	1
Cc1ccc(NC(=S)NCc2ccccc2)cc1C
 : -5	1	2.4	-19	-3	-9	-4	-2	2
C[C@H](NC(=O)[C@H]1N2C(=O)c3ccccc3C2SC1(C)C)C(=O)NCc1ccncc1 (stereo partly specified)
 : -6	-9	0.6	-16	2	-3	-12	-1	1
COc1ccccc1NC(=O)CN(c1ccc([N+](=O)[O-])cc1)S(=O)(=O)c1ccccc1
 : -3	-7	-0.3	-23	20	-8	0	-12	0
COc1cc2c(cc1OC)C(c1c(Cl)cccc1Cl)=NCC2
 : -12	16	-0.1	.	4	.	2	-2	0
CCN1C(=O)[C@H]2[C@@H](c3ccc(C)cc3)N3C(=O)N(c4ccc(C)cc4)C(=O)[C@@]3(Cc3ccc(Cl)cc3)[C@H]2C1=O
 : -1	-12	0.2	-20	4	3	5	-9	1
COc1ccccc1-c1ccc(SCC(=O)NC2CCCCC2)nn1
 : -5	-11	1.8	-27	6	-4	3	-1	3
CCN(CC)S(=O)(=O)c1cc(NS(=O)(=O)c2cccs2)ccc1C
 : 0	-11	1.0	-12	3	-3	3	-12	4
CCCCNC(=O)N1CCOCCOCCN(C(=O)NCCCC)CCOCCOCC1
 : 0	8	-0.2	-8	2	-1	-3	-23	1
COC(=O)c1cc(OC)c(OC)cc1NC(=O)CSc1ccccc1
 : -3	-4	0.9	-20	-6	-13	-6	-1	2
O=C(NN=Cc1ccc2c(c1)CCC2)c1ccccc1[N+](=O)[O-]
 : -6	-14	1.0	.	6	.	-15	-13	1
COc1ccc(OC)c(CN2CCN(C(=O)c3cccs3)CC2)c1
 : -6	7	-0.4	-11	14	-1	0	-8	0
